High-throughput results as filed in PubChem.
H1N1 NS1A inhibition = NS1A inhibition, H1N1 influenza, cell based functional assay (AID 504329) | inhibition, % at 12.5 µM; hits with a dose series show IC50 in µM | NS1A functional cell-based assay, percent inhibition; higher % means a stronger effect | 340,000 tested, 0.3% active; in the data active = a potency from the dose series; inconclusive = inhibition above about 27% without an active follow-up result; note: strong numbers were not always called active
VEEV TC-83 Vero = inhibitors of VEEV TC-83 cytopathic effect, confirmation, Vero cells (AID 588727); Vero cells, VEEV TC-83 cytopathic effect inhibition; higher % means a stronger effect; one-dose inhibition, % at 20 µM; IC50 in µM for titrated hits; 350,000 tested, 0.13% active; in the data active = a potency from the dose series; inconclusive = inhibition mostly from about 14% at the one dose, without a potency; inactive = the rest, 99 in 100 with inhibition below about 12%; note: strong numbers were not always called active
Salmonella PhoP GFP = Inhibition of PhoP regulon, Salmonella typhi GFP reporter cells, confirmation, 4 h (AID 1850); 310,000 tested, 0.33% active; Salmonella Typhi PhoP-promoter GFP reporter, fluorescence, 4 h; higher % means a stronger effect; one-dose inhibition, % at 50 µM; IC50 in µM for titrated hits; in the data active = a potency from the dose series; inconclusive = inhibition mostly from about 25% at the one dose, without a potency; inactive = the rest, 99 in 100 with inhibition below about 19%;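 note: 0% = induced wells with vehicle and 100% = uninduced wells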
M. tuberculosis HTS = M. tuberculosis growth inhibition, HTS (AID 449762) | M. tuberculosis H37Rv growth inhibition, 7H9 media; higher % means a stronger effect | one-dose inhibition, % at 25 µM; IC50 in µM for titrated hits | 330,000 tested, 0.59% active; in the data active = a potency from the dose series; inconclusive = inhibition above about 70% without an active follow-up result;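 note: bacterial growth assessed after seven days of incubation; strong numbers were not always called active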
tuberculosis growth = growth inhibition of non-replicating M. tuberculosis (AID 488890) | Mycobacterium tuberculosis non-replicating, growth inhibition; higher % means a stronger effect | inhibition, % at 25 µM; hits with a dose series show IC50 in µM | 320,000 tested, 0.39% active; in the data active = a potency from the dose series; inconclusive = inhibition mostly from about 82% at the one dose, without a potency; inactive = the rest, 99 in 100 with inhibition below about 76%;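 note: plate controls were DMSO cells for no effect and high antibiotic wells for full effect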
VEEV TC-83 Vero 10K pilot screen = recorded beside VEEV TC-83 Vero, whose call it bears; inhibition, %; measured here: 10K pilot screen inhibition
* hit, by the source's call; i = inactive; u = inconclusive; x = no result given.

SMILES | H1N1 NS1A inhibition | VEEV TC-83 Vero | Salmonella PhoP GFP | M. tuberculosis HTS | tuberculosis growth | others
CCC(=NCCc1c(C)[nH]c2ccc(C)cc12)C1=C(O)CC(c2ccccc2)CC1=O (stereo unspecified) | -2% | 5.2% | -6% | 4% | 6%
O=C1NC(c2ccc(-c3ccccc3[N+](=O)[O-])o2)C(C(=O)c2ccccc2)C(O)(C(F)(F)F)N1 (stereo unspecified) | -3% | 0.1% | -1% | 12% | 39%
Cc1ccc(SCC(=O)OCC(=O)N(C)CC(=O)Nc2ccccc2Cl)cc1C | 17% | 0.5% | -8% | -4% | 70%
CCc1nn(C(CC)C(=O)NCCCN2CC(C)CC(C)C2)c(=O)c2cc3oc(C)cc3n12 (stereo unspecified) | -9% | i | -5% | 3% | 17%
O=C(NC1CCCC1)C(=O)N(Cc1cccnc1)C(C(=O)NCC1CCCO1)c1ccco1 (stereo unspecified) | -5% | i | -1% | -11% | -5%
COC(=O)c1c(CCl)noc1C(=O)NCC1CCCO1 (stereo unspecified) | -10% | 0.3% | -14% | u | 70%
Cc1cc(NC(=O)NCc2ccccc2)c(=O)n(Cc2ccccc2F)c1 | 2% | 1.2% | -5% | 0% | -7%
CC1=CC(C)(C)N(C(=O)CSc2nnc(-c3ccc(C)cc3)o2)c2ccc(C)cc21 | 3% | 6.2% | 7% | 0% | 16%
CCOc1ccc(-n2c(O)c(N=Nc3ccc([N+](=O)[O-])cc3)c(=O)[nH]c2=O)cc1 | -6% | 10% | 4% | -1% | -1%
Cc1cc(Cl)ccc1OCc1cn2cccnc2n1 | 11% | 0.8% | -4% | -4% | -4%
CCCc1cc(=O)[nH]c(SCC(=O)N2CCN(S(=O)(=O)c3ccc(C)cc3C)CC2)n1 | -5% | 2.1% | 3% | 12% | 12%
COc1cc(-n2c(C)nc3cccnc32)c(Cl)cc1C(=O)O | -7% | 1.4% | 0% | 6% | -9%
Cc1c(NS(=O)(=O)c2ccccc2)ccc([N+](=O)[O-])c1Cl | -7% | 5.2% | x | x | x
CCOC(=O)c1ccc(-n2cncn2)nc1 | 0% | 2.8% | 5% | -4% | 3%
CCOc1ccc(NC(=O)COC(=O)Cc2ccsc2)cc1 | -15% | 2.0% | x | 5% | 75%
CSc1ccccc1NC(=O)CN(C)C(C)C(=O)Nc1ccc(C#N)cc1 (stereo unspecified) | -2% | 2.7% | 1% | 0% | 22%
CCN(CC)c1ccc(N)cc1S(=O)(=O)Nc1ccccc1OC | -14% | 0.7% | 5% | -5% | 42%
Cc1cc(NCc2ccccn2)n2ncc(-c3ccccc3)c2n1 | 1% | 7.3% | 6% | u | 1.9µM*
CC(NC(=O)c1ccc(Br)s1)c1ccncc1 (stereo unspecified) | 10% | 0.1% | 0% | -5% | 23%
NC(=O)c1ccsc1NC(=O)CSc1nnc2ccccn12 | -17% | 1.1% | 0% | -4% | -2%
Cc1ccc(-c2nc3ccccc3[nH]2)cc1NC(=O)/C=C/c1ccco1 | 26% | i | -2% | 7% | 14%
O=C(Nc1ccc2c(c1)OCO2)C1CCCN(S(=O)(=O)c2cccs2)C1 (stereo unspecified) | 0% | 3.3% | 3% | -3% | 13%
COC(=O)c1ccccc1NS(=O)(=O)c1ccc2c3c(cccc13)C(=O)N2 | -19% | i | 0% | -2% | 25%
COc1cccc(C(=O)Nc2ccc(C)cc2)c1 | 2% | 2.8% | -3% | 1% | 14%
Cc1cc(C)cc(NC(=O)N2CCC(NC(=O)c3ccco3)CC2)c1 | 3% | i | -4% | -1% | 9%
CCc1ccc(NC(=O)C(=O)NCC2CCCO2)cc1 (stereo unspecified) | -8% | 1.1% | 18% | -2% | 52%
FC(F)(F)c1ccc(N2CCOCC2)c(Nc2nc3ccccc3n3cnnc23)c1 | -4% | i | 0% | 96% | 18%
O=C(CN1C(=O)COc2ccc(S(=O)(=O)N3CCCCC3)cc21)NCc1ccc(Cl)cc1 | 4% | 1.1% | -3% | -1% | 14%
CCOC(=O)C1(CCOc2ccccc2)CCN(Cc2ccc(NC(C)=O)cc2)CC1 | 7% | 0.5% | -3% | 2% | 2%
O=Cc1ccc(N2CCCCC2)cc1 | -7% | 0.3% | 2% | -1% | -6%
N#Cc1ccccc1CSc1nc2ncc(Br)cc2[nH]1 | 0% | i | 8% | -2% | 0%
Cc1cccc(N/C(N)=N/c2nc3c(c(=O)[nH]2)CCCC3)c1 | -7% | 0.3% | -14% | -2% | 15%
COc1ccc(N2CCN(CC(=O)Nc3ccccc3C(=O)NCc3ccccc3)CC2)cc1 | 9% | 5.4% | x | u | -25%
COc1cc(/C=C/C(=O)OCC(=O)N2CCOCC2)ccc1OCC#N | -4% | 0.8% | -7% | 1% | 7%
CCc1nc2ccc(C(=O)NC3CCC(C)CC3)cc2nc1CC (stereo unspecified) | 1% | 1.4% | 0% | 28% | 7%
Cc1ccc(-c2noc(COc3ccc4c(c3)OCO4)n2)cc1 | 13% | 0.2% | 10% | 2% | -1%
CN(C)C1=C(Cl)C(=O)N(c2ccc(Cl)c(Cl)c2)C1=O | -4% | i | -9% | 50% | 62%
O=C(CSc1ccc(-c2cccs2)nn1)Nc1ccccc1 | 2% | 0.0% | 4% | 2% | 72%
CN(N=Nc1nc[nH]c1C(=O)NN)C1CCCCC1 | 10% | i | x | x | x
CCOC(=O)C1(S(=O)(=O)c2ccc(Cl)cc2)CCN(Cc2ccc(Cl)cc2)CC1 | 5% | i | -13% | u | 42%
CCOC(=O)NN1C(=O)c2ccccc2NC12CCCC2 | -6% | i | -11% | -2% | -2%
Cc1ccc(S(=O)(=O)N2CCN(C(=O)CN3C(=O)NC(C)(CCC(C)C)C3=O)CC2)c(C)c1 (stereo unspecified) | -1% | 2.0% | x | x | x
O=C(NS(=O)(=O)c1ccccc1Cl)c1ccc[nH]1 | x | x | -3% | 3% | -1%
Cc1nc2c(ccc3nc(NC(=O)Cc4ccccc4)sc32)s1 | 28% | 6.1% | -6% | u | u
COc1ccccc1C(=O)Nc1ccc(OCc2nnc3c4ccccc4c(C)nn23)cc1 | 3% | 9.0% | -5% | 14% | 16%
Cc1cccc(C(=O)NCCNc2nc3cc(C)c(C)cc3cc2C)c1 | -2% | 0.2% | 7% | 68% | 73%
COc1ccc(OC)c(S(=O)(=O)n2nnc3cc(Cl)ccc32)c1 | -8% | 0.7% | -3% | 4% | -4%
Cc1ccc(C)c(NC(=O)COC(=O)CC2CC3CCC2C3)c1 (stereo unspecified) | -1% | 1.8% | x | 4% | 73%
Cc1c(C#N)c2ccccc2n1CC(=O)NCc1ccccc1 | 1% | 1.7% | -13% | 2% | -7% | VEEV TC-83 Vero 10K pilot screen=0.3
Cc1cc(OC(=O)c2c(C)cc(O)cc2O)cc(O)c1C(=O)O | 0% | 1.8% | 8% | 9% | -10%

Next part.
SMILES | H1N1 NS1A inhibition | VEEV TC-83 Vero | Salmonella PhoP GFP | M. tuberculosis HTS | tuberculosis growth | others
O=C(CC1NC2CCCCC2NC1=O)Nc1cccc(C(F)(F)F)c1 (stereo unspecified) | -3% | 4.8% | -6% | -7% | 0%
CCCCC(C)Sc1nc2c([nH]1)c(=S)n(C)c(=O)n2C (stereo unspecified) | -6% | i | x | x | x
O=C1c2ccccc2C(=O)c2cc(NC(=O)C3CC3)ccc21 | 2% | 1.8% | -7% | -2% | 3%
Cc1c(NC(=O)c2cc(-c3ccccc3)on2)c(=O)n(-c2ccccc2)n1C | -4% | i | -1% | -1% | 10%
CCOC(=O)C1CCN(C(=O)c2oc3ccc(S(=O)(=O)N4CCCCCC4)cc3c2C)CC1 | 9% | 6.0% | 0% | 8% | 26%
CC(=O)N1CC2(C)CN(C(C)=O)CC(C)(C1)C2=O | -2% | 0.3% | 8% | -3% | 3%
CN1CCN(c2nc(-c3ccco3)cc(C(F)(F)F)n2)CC1 | -10% | i | -5% | 8% | 7%
COc1ccc(C(=O)OCc2ccc(C)cc2)cc1S(=O)(=O)N1CCOCC1 | -17% | 7.1% | x | -6% | 26%
NC(=O)C1CCN(C(=O)/C=C/c2ccco2)CC1 | 11% | 0.2% | -1% | -7% | -11%
Cc1cccc(N2CCN(C(=O)c3ccc4ncsc4c3)CC2)c1C | 11% | 7.2% | x | x | x
O=C(O)Cn1c(=O)c2c3c(sc2n(Cc2ccc(Cl)cc2Cl)c1=O)CCCC3 | -4% | 0.3% | 4% | -3% | 28%
O=C([O-])c1ccccc1-[n+]1c(-c2ccccc2)cc(-c2ccccc2)cc1-c1ccccc1 | 15% | 0.2% | 1% | 15µM* | u
O=C(O)CN1C(=O)/C(=C\c2cccc(OC(=O)c3ccco3)c2)SC1=S | -5% | 3.1% | -32% | 1% | -13%
CCCC[n+]1c(C)sc2ccc(C)cc21 | 5% | 0.4% | -12% | -1% | 3%
O=C1CSC(=S)N1/N=C/c1cccc(C(F)(F)F)c1 | 12% | 3.2% | 6% | -2% | -8%
CCOc1ccccc1NC(=O)CNC(=O)CNC(=O)Cc1ccccc1 | 7% | 1.5% | -8% | -11% | -17%
CCc1cc2c(=O)c(Oc3ccccc3)c(C)oc2cc1O | -8% | 2.5% | -17% | -5% | 6%
CCNS(=O)(=O)c1ccc(NC(=O)c2ccc(Cn3cc(Br)cn3)o2)cc1 | -3% | 6.5% | -4% | 0% | 7%
Cc1[nH]c(=O)[nH]c(=O)c1S(=O)(=O)N1CCN(c2ccccc2F)CC1 | -5% | 0.8% | -4% | 0% | -5%
c1cc(OCCCN2CCCCC2)ccc1CN1CCCCC1 | 7% | i | 5% | -6% | 5%

Reprinted from the entries so far for reference:
SMILES | H1N1 NS1A inhibition | VEEV TC-83 Vero | Salmonella PhoP GFP | M. tuberculosis HTS | tuberculosis growth | others
CCOC(=O)C1CCN(C(=O)c2oc3ccc(S(=O)(=O)N4CCCCCC4)cc3c2C)CC1 | 9% | 6.0% | 0% | 8% | 26%
CC(=O)N1CC2(C)CN(C(C)=O)CC(C)(C1)C2=O | -2% | 0.3% | 8% | -3% | 3%
CN1CCN(c2nc(-c3ccco3)cc(C(F)(F)F)n2)CC1 | -10% | i | -5% | 8% | 7%
COc1ccc(C(=O)OCc2ccc(C)cc2)cc1S(=O)(=O)N1CCOCC1 | -17% | 7.1% | x | -6% | 26%
NC(=O)C1CCN(C(=O)/C=C/c2ccco2)CC1 | 11% | 0.2% | -1% | -7% | -11%
Cc1cccc(N2CCN(C(=O)c3ccc4ncsc4c3)CC2)c1C | 11% | 7.2% | x | x | x
O=C(O)Cn1c(=O)c2c3c(sc2n(Cc2ccc(Cl)cc2Cl)c1=O)CCCC3 | -4% | 0.3% | 4% | -3% | 28%
O=C([O-])c1ccccc1-[n+]1c(-c2ccccc2)cc(-c2ccccc2)cc1-c1ccccc1 | 15% | 0.2% | 1% | 15µM* | u
O=C(O)CN1C(=O)/C(=C\c2cccc(OC(=O)c3ccco3)c2)SC1=S | -5% | 3.1% | -32% | 1% | -13%
CCCC[n+]1c(C)sc2ccc(C)cc21 | 5% | 0.4% | -12% | -1% | 3%
O=C1CSC(=S)N1/N=C/c1cccc(C(F)(F)F)c1 | 12% | 3.2% | 6% | -2% | -8%
CCOc1ccccc1NC(=O)CNC(=O)CNC(=O)Cc1ccccc1 | 7% | 1.5% | -8% | -11% | -17%
CCc1cc2c(=O)c(Oc3ccccc3)c(C)oc2cc1O | -8% | 2.5% | -17% | -5% | 6%

Additional results follow:
SMILES | H1N1 NS1A inhibition | VEEV TC-83 Vero | Salmonella PhoP GFP | M. tuberculosis HTS | tuberculosis growth | others
CCSC1=C(C#N)C2(CCCC2)C(C#N)=C(N)N1 | 1% | 8.7% | 5% | -9% | 22%
Nc1ccc(N)c(C(=O)O)c1 | 9% | 2.7% | -11% | 4% | -6%
CC1CCN(C(=O)CSc2nnc(CN3CCOCC3)n2-c2ccccc2)CC1 | 0% | 1.4% | 4% | 1% | 11% | VEEV TC-83 Vero 10K pilot screen=1.5
CCN(C[C@H]1N[C@@](CC)(C(=O)OC)[C@H]2C(=O)N(Cc3ccccc3)C(=O)[C@@H]12)S(=O)(=O)c1ccccc1 | -7% | 0.9% | x | 6% | 14%
O=C(NC1CCCCC1)N1CCC(c2nc(-c3ccc(S(=O)(=O)N4CCCC4)cc3)no2)CC1 | -3% | i | -8% | -6% | 4%
